# D1 PAM – enhances dopamine response at the human D1 receptor; P21728; HEK293 TREx D1 cells, calcium flux, dopamine EC20 potentiation; potentiation, % at 10 µM; 360,000 compounds, 0.036% hits; AID 504651; in the data active = potentiation above about 30%; note: 0% is about no effect
# Vif-APOBEC3G blk – Vif-A3G binding inhibition; 410,000 compounds, 0.076% hits; Potency, µM (titrated, usually from 46.1 µM), without a hit: at the highest dose activity, negative = active, actives largely listed as inhibitors; AID 602310; HeLa A3G-eYFP + Vif (tagged APOBEC3G with the HIV-1 protein that degrades it), YFP fluorescence, overnight; Q9HC16;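 note: potency is the fitted concentration of half-maximal effect; % is set by controls: 0 for no effect and ±100 for the full control effect; nearly all actives have a fitted effect of over 60% in size; hits raise eYFP signal because A3G escapes Vif-driven loss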
#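 Read-out is eYFP fluorescence (Ex 488/Em 500-530) from Vif-expressing HeLa A3G-eYFP cells; more signal means A3G escaped Vif-mediated degradation. Cells plated overnight, compound pinned in, incubated overnight at 37 deg C.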
# RXFP1 agonist – RXFP1 (human) receptor agonism | Q9HBX9 | HEK293T-RXFP1 cAMP TR-FRET, 30 min; response scale: percent of porcine relaxin response, buffer zero | Potency, µM (top dose mostly 57.5 µM), for the others: at the top dose activation, most hits filed as activators | 370,000 compounds, 0.3% hits | AID 2676; note: potency is the fitted concentration of half-maximal effect; % is set by controls: 0 for no effect and ±100 for the full control effect; nearly all actives have a fitted effect of over 60% in size; many of its hits are not listed in these tables
# Target sequence (Q9HBX9 whole entry, looked up): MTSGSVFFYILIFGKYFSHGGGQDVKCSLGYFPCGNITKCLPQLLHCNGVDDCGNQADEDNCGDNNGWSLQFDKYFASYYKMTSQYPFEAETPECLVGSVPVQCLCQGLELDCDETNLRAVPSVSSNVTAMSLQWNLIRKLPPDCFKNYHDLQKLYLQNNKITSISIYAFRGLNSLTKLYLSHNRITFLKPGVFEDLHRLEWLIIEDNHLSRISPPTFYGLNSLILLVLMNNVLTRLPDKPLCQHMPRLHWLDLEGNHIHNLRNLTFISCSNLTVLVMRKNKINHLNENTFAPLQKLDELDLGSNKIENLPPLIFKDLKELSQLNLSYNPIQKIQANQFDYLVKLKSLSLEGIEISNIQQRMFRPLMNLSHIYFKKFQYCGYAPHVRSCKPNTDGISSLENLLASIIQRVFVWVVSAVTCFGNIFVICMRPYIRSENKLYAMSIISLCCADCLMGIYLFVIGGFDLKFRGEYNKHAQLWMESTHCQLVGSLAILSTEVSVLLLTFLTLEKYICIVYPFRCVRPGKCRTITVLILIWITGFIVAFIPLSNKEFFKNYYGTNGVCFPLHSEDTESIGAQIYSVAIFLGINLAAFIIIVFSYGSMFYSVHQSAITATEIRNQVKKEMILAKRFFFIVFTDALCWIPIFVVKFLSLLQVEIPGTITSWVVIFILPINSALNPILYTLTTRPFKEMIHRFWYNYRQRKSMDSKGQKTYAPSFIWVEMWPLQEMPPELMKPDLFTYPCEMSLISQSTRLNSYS
#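 HEK293T cells stably expressing RXFP1 were pretreated with the PDE4 inhibitor Ro 20174, exposed to compounds for 30 min at 37C, lysed, and cAMP was read by TR-FRET. Data normalized to buffer (basal) and 29 nM porcine relaxin (100%).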
# D1 antag – antagonists of human D1 dopamine receptor. P21728. activity change, negative = inhibition, % at 10 µM. 360,000 compounds, 3.2% hits. AID 504652. HEK293 TREx D1 cells, calcium flux, dopamine EC80; hits give low values; in the data active = activity change below about -30%; note: % is set by controls: 0 for no effect and ±100 for the full control effect
#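 Inducible Hek293 Trex D1 cells (tetracycline, overnight, 30 C). Calcium dye 30–90 min RT. Antagonist mode: EC80 dopamine added after 180 s compound read.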
# Vif-APOBEC3F blk – blocks the Vif interaction with APOBEC3F; Potency, µM (top dose mostly 46.1 µM), without a hit: at the highest dose activity, negative = active; 390,000 compounds, 0.2% hits; HeLa A3F-eYFP + Vif (tagged APOBEC3F with the HIV-1 protein that degrades it), YFP fluorescence increase; AID 602313; note: potency is the fitted concentration of half-maximal effect; % of control where 0% means no effect; nearly all actives have a fitted effect of over 65% in size
#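 Fluorescence increase (Ex 488/Em 500-530) after overnight compound treatment at 37 deg C flags inhibition of Vif-driven A3F-eYFP loss in stable HeLa A3F-eYFP/Vif cells seeded overnight beforehand.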
# Glioma ERSR ind – ER stress response induction in glioma. Potency, µM, for the others: top-dose activation, actives largely listed as activators. AID 602332. U87-MG GRP78 promoter luciferase reporter, 16 h. 420,000 compounds, 0.02% hits; note: potency is the fitted concentration of half-maximal effect; series mostly up to about 76 µM; % of control where 0% means no effect; nearly all actives have a fitted effect of over 35% in size
#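 Stably transfected U87-MG glioma cells carrying a GRP78-based luciferase sensor; 16 h compound incubation. Luminescence end-point read 10 min after Bright-Glo addition at room temperature.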
# D1 agonist – agonists of human D1 dopamine receptor | 360,000 compounds, 1% hits | activation, % at 2 µM | HEK293 T-REx D1 cells, calcium flux, agonist mode | AID 504660 | P21728; in the data active = activation above about 30%; note: 0% is about no effect
#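 Agonism was scored from calcium flux recorded over 180 s (1 read/s) after pintool compound addition, following a 10-cycle baseline. Cells were inducible force-coupled HEK293 TREx D1, plated overnight at 30 C and loaded with no-wash calcium dye.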
# D2 PAM – D2 dopamine receptor (human) potentiation; HEK293 T-REx D2, calcium flux, EC20 dopamine potentiation; potentiation, % at 10 µM; 340,000 compounds, 0.34% hits;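 active = potentiation over 3 SD above the plate norm, cut at about 30% in these data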; note: 0% is about no effect
#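 Tetracycline-induced Hek293 Trex D2 cells, force-coupled to calcium, loaded with no-wash calcium dye. Compound added with 180 s kinetic read for agonism, then EC20 dopamine and a further 180 s read for potentiation.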
# RXFP1 antagonist – antagonists of human relaxin receptor RXFP1; HEK293-RXFP1, relaxin-stimulated cAMP HTRF, 30 min; hits give low values; 350,000 compounds, 0.59% hits; AID 1259400; activity change, negative = inhibition, % at 57.5 µM; Q9HBX9;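 active = activity change of -60% or lower, but not beyond a set lower limit; inconclusive = change between -60% and -40%, or beyond the set limit; inactive = change above -40%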; note: % is set by controls: 0 for no effect and ±100 for the full control effect
# * = called active by the depositor; ? = inconclusive; / = no result given; & = joins results of further samples. Unless noted, calls come from the whole dose curve; as a rule, active = well fitted curve in the direction sought with a large enough effect; inconclusive = small, poorly fitted or top-dose-only effect, or another doubt; inactive = no such curve, though single readings can be large; an effect the other way counts as inactive or inconclusive.
# Start of the listing, in advance, 7 compounds:
smiles	Vif-APOBEC3G blk	Glioma ERSR ind	Vif-APOBEC3F blk	D1 PAM	RXFP1 antagonist	D2 PAM	D1 antag	D1 agonist	RXFP1 agonist
O=C(COc1ccc(F)cc1)Nc1nc2c(s1)CCCC2	0%	6%	-21%	-1	-4	-11	-5	1	1.2%
COc1cc(OC)c(OC)cc1/C=N/NC(=O)C[n+]1ccccc1	0%	-4%	-7%	-6	-3	-3	-9	1	0.1%
CC(NC(=O)Cn1ncc2c3ccccc3n(Cc3ccc(F)cc3)c2c1=O)c1ccccc1 (centres undefined)	-5%	-4%	-15%	-3	-5	1	1	6	4.3%
Cc1ccc(N(CC(=O)O)S(C)(=O)=O)cc1	0%	-4%	?	-8	-3	1	7	11	1.0%
CC(C)(C)C(=O)/C=C(\N)c1ccncc1	?	-4%	-2%	-3	-5	-1	-6	0	-0.1%
O=C(COC(=O)c1cccc(S(=O)(=O)N2CCCC2)c1)Nc1cccc(Br)c1	0%	-3%	4%	/	5	/	/	/	/
COc1ccc(C(=O)N2CCn3c2nc2ccccc23)cc1	-1%	1%	13%	2	-15	16	-5	1	-0.5%

# The listing (from the top)
smiles	Vif-APOBEC3G blk	Glioma ERSR ind	Vif-APOBEC3F blk	D1 PAM	RXFP1 antagonist	D2 PAM	D1 antag	D1 agonist	RXFP1 agonist
O=C(COc1ccc(F)cc1)Nc1nc2c(s1)CCCC2	0%	6%	-21%	-1	-4	-11	-5	1	1.2%
COc1cc(OC)c(OC)cc1/C=N/NC(=O)C[n+]1ccccc1	0%	-4%	-7%	-6	-3	-3	-9	1	0.1%
CC(NC(=O)Cn1ncc2c3ccccc3n(Cc3ccc(F)cc3)c2c1=O)c1ccccc1 (centres undefined)	-5%	-4%	-15%	-3	-5	1	1	6	4.3%
Cc1ccc(N(CC(=O)O)S(C)(=O)=O)cc1	0%	-4%	?	-8	-3	1	7	11	1.0%
CC(C)(C)C(=O)/C=C(\N)c1ccncc1	?	-4%	-2%	-3	-5	-1	-6	0	-0.1%
O=C(COC(=O)c1cccc(S(=O)(=O)N2CCCC2)c1)Nc1cccc(Br)c1	0%	-3%	4%	/	5	/	/	/	/
COc1ccc(C(=O)N2CCn3c2nc2ccccc23)cc1	-1%	1%	13%	2	-15	16	-5	1	-0.5%
O=C(CN1C(=O)c2ccccc2C1=O)NCCOc1ccccc1	4%	-1%	10%	2	3	2	1	-1	-0.2%
Cc1ccc(NS(=O)(=O)c2ccc(F)cc2)nc1	0%	-2%	0%	0	-2	1	-9	4	-0.9%
NC(=O)c1ccccc1NS(=O)(=O)c1ccc2c(c1)OCCO2	0%	-1%	-5%	-3	4	-7	-36*	0	0.3%
CNC(=O)C(C)N1c2cccc3cccc(c23)S1(=O)=O (centres undefined)	-6%	1%	-7%	-2	6	4	1	0	1.8%
O=C(CSCc1c(F)cccc1Cl)NCC1CCCO1 (centres undefined)	2%	-1%	-7%	-3	-7	-6	-27	1	0.4%
Cc1cc(Cl)ccc1NC(=O)COC(=O)c1nc2nccc(C)n2n1	0%	-4%	-16%	-3	-6	-6	11	2	12%
COc1ccc(S(=O)(=O)N2CCCOC2CNC(=O)C(=O)NC2CCCC2)cc1 (centres undefined)	-3%	-5%	-6%	1	-4	2	-7	4	1.5%
O=C1NC2(CCCCCC2)C(=O)N1Cc1ccccc1	9%	-1%	0%	2	2	-1	15	1	-2.5%
O=C(Nc1ccccc1-c1ccccc1)C1CCC1	-2%	0%	-34%	3	3	2	-6	2	-0.4%
Cc1ccc(C(=O)NCC(=O)Nc2cccc(S(=O)(=O)NC3=NCCCCC3)c2)cc1C	-6%	-6%	-13%	-3	-14	-2	14	-1	0.0%
CN(CC(=O)Nc1cccc(F)c1)C(=O)c1sccc1-c1ccccc1	0%	-5%	1%	-5	5	-3	-10	2	1.7%
COc1ccc(C2=NN(CCC(=O)NCc3cccs3)C(=O)CC2)cc1	0%	-1%	1%	-1	12	-4	-23	0	-1.6%
COc1ccc(/C=C/C(=O)Nc2ccc3nc4c(c(Nc5ccccc5OC)c3c2)CCCC4)cc1	?	-6%	-16%	1	-12	7	3	1	1.7%
Cn1cnc([N+](=O)[O-])c1Oc1cccc(O)c1	2%	11%	-7%	-7	-5	-4	-7	1	-0.4%
Cc1cc(OC(C)C(=O)N2CCN(c3ccc(F)cc3)CC2)c2c(C)cc(=O)oc2c1 (centres undefined)	1%	-4%	-5%	1	8	12	-1	2	-1.6%
Cc1cc(C)c(NC(=O)CNC(=O)c2ccc3ncsc3c2)c(C)c1	-1%	-6%	1%	/	-7	/	/	/	/
O=C(NCCNC(=O)c1ccccc1[N+](=O)[O-])c1ccccc1[N+](=O)[O-]	-7%	-3%	?	/	6	/	/	/	/
CCc1ccc2c(c1)cc(CN(C(=S)Nc1ccc(Cl)cc1)C1CC1)c1nnnn12	2%	-4%	-3%	3	-11	2	-16	4	3.6%
Cc1ccc(Oc2ncccc2C(=O)NCC(=O)O)cc1	2%	-3%	0%	-13	8	12	-88*	3	-0.7%
CCOc1ccc(-n2c(SCc3nc(-c4ccc(OC)cc4)no3)nnc2-c2ccncc2)cc1	2%	0%	-1%	0	/	-3	3	5	0.1%
COc1ccc(S(=O)(=O)N(C)CC(=O)NCc2cccnc2)cc1OC	-1%	-1%	1%	-5	24	6	15	2	0.3%
O=C(c1cc2ccccc2cc1O)N1CCN(c2cccc(Cl)c2)CC1	-5%	-4%	-15%	-3	?	1	9	2	0.6%
Cc1c(O)ccc2c(CC(=O)N[C@@H](Cc3ccccc3)C(=O)O)cc(=O)oc12	6%	-3%	0%	4	16	-4	-2	5	0.0%

# Next section:
smiles	Vif-APOBEC3G blk	Glioma ERSR ind	Vif-APOBEC3F blk	D1 PAM	RXFP1 antagonist	D2 PAM	D1 antag	D1 agonist	RXFP1 agonist
O=C(C[C@H]1C(=O)N(c2ccccc2)C[C@@H]1Cc1ccccc1)Nc1ccccc1	-2%&-2%	-5%&-3%	6%	/	-5	/	/	/	/
CC(C)(C)c1nc(SCC(=O)NCc2cccs2)c2ccccc2n1	1%	-3%	-4%	6	-3	5	8	2	1.0%
Cc1onc(-c2c(Cl)cccc2Cl)c1C(=O)c1ccc(F)cc1	-6%	-2%	-4%	0	4	19	4	5	-0.2%
O=C(NCC1CCN(Cc2cccc(Cl)c2)CC1)C1CCCN(c2ncnc3c2nc2n3CCCCC2)C1 (centres undefined)	1%	1%	2%	0	?	1	-11	3	6.6%
Nc1cccc(C(=O)OCC(=O)NC2CCCc3ccccc32)c1 (centres undefined)	1%	-1%	4%	1	1	6	2	1	0.6%
CC1(C)CC(=O)C=C(NCCN2CCN(C(=O)Nc3ccc(Cl)c(Cl)c3)CC2)C1	-7%	-5%	8%	-5	-7	4	-8	2	0.1%
O=C(c1ccc2c(c1)OCO2)C1CCCN(Cc2ccccc2OC(F)F)C1 (centres undefined)	-8%	-5%	-7%	-6	-25	-26	-6	4	-1.4%
CCCN1C(C(=O)c2ccccc2)=C(OC(=O)c2ccc(OC)cc2)c2ccccc2S1(=O)=O	-5%	-4%	-8%	1	-4	-2	-1	5	0.3%
COc1ccc(NS(=O)(=O)c2ccc(NS(=O)(=O)c3ccc(C)cc3)cc2)nn1	-7%	-3%	-17%	1	-11	7	0	-1	0.3%
CC(=O)N1CCOc2ccc(S(=O)(=O)Nc3cccc(C)c3)cc21	2%	-4%	2%	-3	-4	/	-28	5	1.9%
Cc1ccc(NC(=O)Cn2c(=O)n(CCCCC(=O)NCc3ccco3)c(=O)c3ccccc32)cc1	-2%	-4%	2%	-1	-18	16	0	4	2.1%
COc1ccc(-c2nc3sc(CCNC(=O)Cc4ccc(Cl)cc4)c(C)n3n2)cc1	2%	0%	9%	-1	6	/	/	-3	0.9%
COc1ccc(-n2nc(C(=O)NCC(=O)NCc3ccco3)c3ccccc3c2=O)cc1Cl	3%	0%	-7%	-6	14	-4	10	2	5.1%
Nc1c(SCCC(=O)O)ccc2c1C(=O)c1ccccc1C2=O	-11%	-4%	6%	0	-7	-9	1	10	7.7%
CCOC(=O)c1cccc(NC(=O)Cn2nc3c(cc2=O)CCCC3)c1	2%	-2%	-3%	-5	5	-5	10	1	0.9%
CCCOc1ccc([N+](=O)[O-])cc1C1NC(=S)NC(c2ccccc2)=C1C(=O)OCC (centres undefined)	-2%	-4%	1%	-6	-7	8	-7	1	4.6%
CCC(O)C1CCN(C(=O)c2cc(COc3ccc(F)cc3F)on2)CC1 (centres undefined)	0%	1%	7%	-5	-1	-6	-3	2	0.8%
C/C(Cc1ccccc1)=N\NC(=O)CCCCCC(=O)N/N=C(\C)Cc1ccccc1	1%	-2%	-1%	5	1	9	-6	2	2.6%
O=S(=O)(c1ccccc1)c1nc(-c2ccccc2)oc1N1CCN(c2cccc(Cl)c2)CC1	1%	-2%	0%	-2	/	16	-4	6	-0.6%
Cc1ccc(S(=O)(=O)N2C[C@H]3C(=O)C[C@@H](c4cccc(Cl)c4)N(S(=O)(=O)c4ccc(C)cc4)[C@H]3C[C@H]2c2cccc(Cl)c2)cc1	1%	-5%	-5%	/	-5	/	/	/	/
O=C(NCc1ccccc1)c1csc(-c2cccnc2)n1	5%	-3%	-1%	-1	-10	3	-4	2	0.0%
O=C(CC1CCCC1)NNC(=O)c1ccccc1O	-8%	3%	1%	/	12	/	/	/	/
CCC(C)n1c(SCC(=O)Nc2ccccc2C(F)(F)F)nc2ccsc2c1=O (centres undefined)	1%	-3%	5%	-3	3	-16	-7	3	5.0%

# Compound activity (PubChem BioAssay)

# An excerpt. The share of hits here may be higher or lower than overall.
